Screening data as filed in PubChem BioAssay.
KCNK9 inh: KCNK9 potassium channel inhibitors, primary screen, HEK293 cells, thallium flux | B-score at 10 µM | AID 488922, 2010 | Potassium channel subfamily K member 9 (Homo sapiens), Q9NPC2 | FluxOR thallium flux fluorescence; active compounds read low | hit rate 1.2% among 310,000;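 active = ratio B-score over 3 SD below the library mean, with starting fluorescence within 5 SD of its mean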;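 note: negative B-score means less thallium flux so channel inhibition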
Target sequence (Q9NPC2 whole entry, looked up): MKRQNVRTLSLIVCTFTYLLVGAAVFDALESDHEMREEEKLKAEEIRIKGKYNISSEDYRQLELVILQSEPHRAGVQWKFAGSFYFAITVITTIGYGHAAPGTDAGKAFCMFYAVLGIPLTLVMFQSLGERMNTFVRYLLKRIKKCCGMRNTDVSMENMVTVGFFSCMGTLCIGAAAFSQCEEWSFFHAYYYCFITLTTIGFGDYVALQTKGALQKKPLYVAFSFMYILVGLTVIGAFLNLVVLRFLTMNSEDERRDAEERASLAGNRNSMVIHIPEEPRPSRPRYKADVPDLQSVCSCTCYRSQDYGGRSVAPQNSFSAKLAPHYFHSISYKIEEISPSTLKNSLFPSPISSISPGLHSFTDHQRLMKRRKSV
HDAC3 inh: HDAC3 deacetylase inhibitors, primary screen, biochemical, fluorescence, cell-free homogeneous | recombinant HDAC3, fluorogenic peptide/trypsin coupled | inhibition, % at 8.3 µM | hit rate 0.15% among 320,000 | AID 2718, 2010; in the data active = inhibition above about 26%, passing the limit was not always enough; inconclusive = no clear call, values can overlap the other calls
Target sequence (O15379 whole entry, looked up): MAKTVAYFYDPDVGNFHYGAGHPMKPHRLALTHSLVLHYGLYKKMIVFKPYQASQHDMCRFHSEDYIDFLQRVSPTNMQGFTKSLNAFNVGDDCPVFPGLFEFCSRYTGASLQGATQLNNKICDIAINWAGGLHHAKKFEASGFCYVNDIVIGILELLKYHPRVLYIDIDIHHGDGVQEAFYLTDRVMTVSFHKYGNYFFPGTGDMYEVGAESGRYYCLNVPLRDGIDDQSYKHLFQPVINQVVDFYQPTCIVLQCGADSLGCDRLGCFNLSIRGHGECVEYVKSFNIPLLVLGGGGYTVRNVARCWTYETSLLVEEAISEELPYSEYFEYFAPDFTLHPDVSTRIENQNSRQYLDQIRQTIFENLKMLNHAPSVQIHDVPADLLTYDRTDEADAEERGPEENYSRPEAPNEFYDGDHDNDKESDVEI
SKKanGAS inh: S. pyogenes SKKanGAS growth inhibitors in kanamycin, primary screen, streptokinase expression inhibitor project, SKKanGAS strain, BacTiter-Glo luminescence. 6 h. inhibition, % at 7.5 µM. hit rate 1.3% among 300,000;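 active = mean replicate score, as percent of positive control median, at least 50; inconclusive = mean below 50 but one replicate at or above 50; inactive = mean and every replicate below 50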;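 note: strain carries kanamycin resistance gene driven by streptokinase promoter and grows in 40 µg/ml kanamycin; loss of luminescence reflects streptokinase promoter inhibition or plain growth inhibition; 0% = median of DMSO wells and 100% = positive control at its reference dose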
KCNQ1 pot: potentiators or activators of KCNQ1 channel, primary screen, cell-based, thallium flux, high-throughput; Potassium voltage-gated channel subfamily KQT member 1 (Homo sapiens), P51787; CHO-K1 KCNQ1, thallium flux FluxOR fluorescence; active compounds read high; B-score at 10 µM; hit rate 0.35% among 310,000; AID 2648, 2010;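 active = fluorescence ratio B-score, a plate-corrected score, at least three library SD, with initial intensity B-score within 5 SD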
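assay system = KCNQ1-transfected CHO-K1 cells | medium = assay buffer with matched DMSO | probe or stimulus = depolarizing K+/Tl+ stimulus, K2SO4 and Tl2SO4 each 12.5 mM in 5x stock | dosing = single dose | incubation = dye 90 min, compound 20 min, room temperature | detection = kinetic FluxOR fluorescence, 10 s baseline plus 110 s post-stimulus | evaluation = ratio B score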
KCNQ1 block: inhibitors of human KCNQ1 channel, primary screen, cell-based, thallium flux, high-throughput; CHO-K1 KCNQ1, FluxOR thallium flux fluorescence; active compounds read high; B-score at 10 µM; AID 2642, 2010; hit rate 1.3% among 310,000;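 active = compounds whose thallium flux B-score, printed positive for inhibition, exceeds three library SD while starting fluorescence stays within three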;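 note: channel opened by potassium depolarization with thallium stimulus after 20 min compound exposure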
TMEM16A act: TMEM16A chloride channel activators or potentiators, primary screen, cell-based, HTS | Anoctamin-1 (Mus musculus), Q8BHY3 | HEK293 TMEM16A/YFP-H148Q/I152L, iodide quench fluorescence; active compounds read low | B-score at 10 µM | hit rate 0.3% among 340,000 | AID 623877, 2012;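 active = fluorescence-ratio B-score plate-corrected deviation score at least 3 library SD below zero, with starting fluorescence score within 5 deviations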;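 note: channel opened by trigger with iodide after compound preincubation; score built on the fluorescence ratio of max minus min over baseline; more negative score means more quench and so TMEM16A activation or potentiation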
ANO1 block: TMEM16A chloride channel inhibitors, primary screen, cell-based, HTS; HEK293 TMEM16A/YFP iodide influx fluorescence, ionomycin; normalized B-score (activity score, 25-100; higher = stronger inhibition) at 10 µM; hit rate 1.2% among 310,000;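 active = ratio plate-corrected score three or more library SD toward inhibition, starting fluorescence score within five deviations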;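 note: score derived from kinetic fluorescence span divided by baseline fluorescence per well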
RGS4 block: RGS4 inhibitors, primary screen, cell-based, HEK293 M3R inducible RGS4, calcium flux. B-score at 10 µM. AID 463165, 2010. hit rate 0.45% among 310,000. Regulator of G-protein signaling 4 (Homo sapiens), P49798. Fluo-4 calcium flux; active compounds read high; triggered by carbachol at its EC20;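 active = B-score, a plate-corrected calcium signal, over three deviations above library mean, with baseline fluorescence within five deviations of library mean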;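 note: RGS4 expression induced by doxycycline in cells with stable M3 receptor; B-score is computed from the integrated fluorescence ratio over baseline after carbachol; higher B-score means a larger calcium signal and so more RGS4 inhibition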
Target sequence (P49798 whole entry, looked up): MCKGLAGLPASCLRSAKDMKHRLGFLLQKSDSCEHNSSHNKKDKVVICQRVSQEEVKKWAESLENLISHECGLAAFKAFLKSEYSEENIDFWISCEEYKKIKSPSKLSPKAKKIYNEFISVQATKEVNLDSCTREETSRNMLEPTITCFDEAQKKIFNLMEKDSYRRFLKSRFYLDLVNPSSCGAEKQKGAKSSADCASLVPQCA
hERG protect: hERG rescue from dofetilide block, primary screen, cell-based, CHO-hERG, FluxOR thallium flux, dofetilide IC70. hit rate 0.51% among 310,000. Voltage-gated inwardly rectifying potassium channel KCNH2 (Homo sapiens), Q12809. AID 1511, 2009. dofetilide IC70 present. activation (rescue from dofetilide block), less the hit threshold, % at 10 µM;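 active = activation above the mean of controls blocked by dofetilide plus 5 SD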;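 note: thallium influx through hERG after potassium depolarization seen as dye fluorescence rise; in these data hits start at about 4.7%; inactives centre near -7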
KCNK3 block: human KCNK3 channel inhibitors, primary screen, CHO cells, FluxOR thallium flux, B-score | hit rate 0.84% among 340,000 | Potassium channel subfamily K member 3 (Homo sapiens), O14649 | FluxOR fluorescence; active compounds read low | AID 602410, 2012 | B-score at 10 µM;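 active = B-score under library mean minus 4 SD, starting fluorescence ratio at most library mean plus 5 SD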;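 note: more negative B-score means stronger inhibition of thallium flux through KCNK3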
RGS4 act: RGS4 potentiators or activators, primary screen, cell-based, HEK293 M3R inducible RGS4, calcium flux; AID 463111, 2010; B-score at 10 µM; carbachol calcium flux Fluo4; active compounds read low; hit rate 0.92% among 310,000;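 active = B-score of the integrated calcium signal more than 4 SD below the library mean, with starting fluorescence not abnormally high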;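 note: negative B-score means reduced calcium response which marks RGS4 activation or potentiation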
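Reagent: ECmax carbachol challenge; Test system: M3R-expressing HEK293 line, RGS4 induced by doxycycline; Schedule: overnight RGS4 induction, 30 min dye load 37 °C, 20 min compound RT; Detection: calcium dye Fluo4 fluorescence; Read-out: Agonist-evoked peak-minus-minimum fluorescence over baseline, integrated ratio, B score.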
* hit, by the source's call; i = inactive; ? = inconclusive; nt = no result given.

smiles	KCNK9 inh	KCNQ1 block	HDAC3 inh	RGS4 act	hERG protect	TMEM16A act	SKKanGAS inh	ANO1 block	KCNQ1 pot	KCNK3 block	RGS4 block
COCCn1cc(C(=O)c2cc(Br)ccc2O)cc(C#N)c1=O	i	i	0	i	-11	i	4	i	i	i	i
Cc1cc(C(F)(F)Cl)n2ncc(-c3ccccn3)c2n1	i	i	1	i	-4	i	-2	i	i	i	i
COc1cc(CNc2nnnn2C)cc(OC)c1OC	i	i	0	i	-3	i	-2	i	i	i	i
CCOC(=O)C1(CC2CCCCO2)CCN(S(=O)(=O)c2cccc(F)c2)CC1 (stereo not given)	i	i	-3	i	-11	i	15	i	i	i	i
CCC(=O)NC(c1ccc(C)cc1)c1ccc2cccnc2c1O (stereo not given)	i	i	-3	i	-3	i	71*	i	i	i	i
Nc1nc(-c2ccccn2)nc(N)c1Cc1ccccc1F	i	i	7	i	-10	i	79*	i	i	i	i
CCCCN(C(=O)COc1ccc(C)cc1OC)c1c(N)n(CCC)c(=O)[nH]c1=O	i	i	nt	i	-12	i	-6	i	i	i	i
NS(=O)(=O)c1cccc(NC(=O)COC(=O)CN2C(=O)C3CC=CCC3C2=O)c1 (stereo not given)	i	i	-1	i	-3	i	-1	i	i	i	i
Cc1cc(=O)oc2c(C)c(OC(C)C(=O)NCCN3CCOCC3)ccc12 (stereo not given)	i	i	-6	i	-12	i	-2	i	i	i	i
COc1ccc(-n2c(SCC(N)=O)nc3sc4c(c3c2=O)CCC4)cc1	i	i	1	i	-1	i	2	i	i	i	i
COCC(=O)N1CCC(n2nccc2NC(=O)c2ccccc2OC)CC1	i	i	-2	i	-7	i	-5	i	i	i	i
Cc1cnc(C(=O)NCCc2ccc(C(F)(F)F)cc2)cn1	i	i	-5	i	-3	i	-5	i	i	i	i
Cc1ccc(O)c(C(=O)c2cnc3onc(-c4ccc(F)cc4)c3c2)c1	i	i	-6	i	-8	i	11	i	i	i	i
COc1ccc(NS(=O)(=O)c2cc(NC(=O)c3cnccn3)ccc2OC)cc1Br	i	i	2	i	0	i	7	i	i	i	i
O=C(CCN1CCC(c2cccs2)=N1)c1cccs1	i	i	7	i	-9	i	16	i	i	i	i
O=C(NC(NC1CCS(=O)(=O)C1)C(=O)c1cccs1)c1ccccc1 (stereo not given)	i	i	11	i	-7	nt	-5	i	i	nt	i
CC1CN(C(=O)c2ccc(COc3ccc4ccccc4c3)o2)CC(C)O1 (stereo not given)	i	i	0	i	-22	i	nt	i	i	i	i
O=C(c1ccc(S(=O)(=O)Cc2cc(F)ccc2F)c([N+](=O)[O-])c1)N1CCCC1	i	i	-7	i	-15	i	4	i	i	i	i
CCOC(=O)/C(C#N)=C(\N)C(C)C(=O)Nc1ccccn1 (stereo not given)	i	i	0	i	-7	i	-1	i	i	i	i
O=C(Nc1nc(-c2ccc(F)cc2)cs1)c1cnccn1	i	i	-1	i	2	i	9	i	i	i	i
CCOc1ccc(-n2c(=O)cc(N3CCN(c4ccc(F)cc4)CC3)[nH]c2=O)cc1	i	i	3	i	-10	i	-12	i	i	i	i
O=S(=O)(NCC1CCCO1)c1ccc(NS(=O)(=O)c2ccc(F)cc2)cc1 (stereo not given)	i	i	2	i	-3	i	-7	i	i	i	i
Cc1ccc2nc(-c3ccccc3O)c(Nc3ccc4c(c3)OCCO4)n2c1	i	i	3	i	-2	i	4	i	i	i	i
CC1CCCCC1NC(=O)CN(C)S(=O)(=O)c1ccc2c(c1)c(=O)n(C)c(=O)n2C (stereo not given)	i	i	8	i	-11	i	-2	i	i	i	i
c1coc(CNc2c3c(nc4ncnn24)CCC3)c1	i	i	-8	i	-4	i	2	i	i	i	i
CC(=O)c1cccc(NC(=O)c2cc(-c3ccc(C)cc3)on2)c1	i	i	-4	i	2	i	-6	i	i	i	i
Cc1ccc(/C=C2/Sc3ccc(C(=O)N4CCN(C)CC4)cc3NC2=O)cc1	i	i	?	i	-10	i	54*	i	i	i	i
Cc1ccccc1Cn1c(=O)n(CC2CCC(C(=O)NCCc3ccccc3)CC2)c(=O)c2ccccc21 (stereo not given)	i	i	1	i	2	i	-2	i	i	i	i
CCCNC(=O)c1cc(-c2ccc(OC)cc2)n(CCCOC)c1C	i	i	-2	i	-4	i	-1	i	i	i	i
COc1cc2c(cc1OC)-c1nnc(-c3ccco3)n1C1(CCCC1)C2	-13*	i	-26	i	-8	i	1	i	i	i	i
Cc1cccc(NC(=S)NCCc2ccc(Cl)cc2)c1C	i	i	4	i	-5	i	6	i	i	i	i
Cc1ccc(-n2nc3c(=O)n(CCCC(=O)NCc4ccco4)nc(C)c3c2C)cc1	i	i	3	i	-7	i	4	i	i	i	i
COc1cccc(C(=O)NCCCN2CCN(CCCNC(=O)c3cccc(OC)c3)CC2)c1	i	i	7	i	-13	i	-8	i	i	i	i
Nc1nnc(SCC(=O)Nc2sc3c(c2C(=O)c2ccccc2)CCCC3)s1	i	i	1	i	-9	i	19	i	i	i	i
Cc1ccc(S(=O)(=O)N2CC3CCC2C3)cc1 (stereo not given)	i	i	-6	i	-10	i	4	i	i	i	i
COc1cccc(SCc2noc(C(=O)NCCC(C)C)c2C(=O)NCCC(C)C)c1	i	i	11	i	-13	i	26	i	i	i	i
O=[N+]([O-])c1ccc2c(c1)nc(CO)n2Cc1ccccc1	i	i	1	i	-3	i	0	i	i	i	i
CCCNc1c(NS(=O)(=O)c2ccc3c(c2)CCCC3)c(=O)oc2ccccc12	i	i	-8	i	-5	i	10	i	i	i	i
CNC(=O)/C(C#N)=C/c1c(N2CCN(c3ccc(OC)cc3)CC2)nc2c(C)cccn2c1=O	i	i	-9	i	-8	i	1	i	i	i	i
CCOC(=O)c1cnc(-n2nc(C)cc2C)nc1Oc1ccccc1F	i	i	nt	i	-10	i	-8	i	i	i	i
CCCOc1ccc(C(=O)NCCC(=O)NCCCC(=O)OCC)cc1	i	i	-4	i	-9	i	1	i	i	i	i
Cc1cc(C(=O)COC(=O)CCC(=O)c2ccc3c(c2)OCCO3)c(C)n1Cc1ccco1	i	i	3	i	-7	i	6	i	i	i	i
Cc1ccc2oc(=O)c3cnn(CC(=O)NC4CCCCC4C)c3c2c1 (stereo not given)	i	i	4	i	-6	i	2	i	i	i	i
CN1CCN(C(=O)/C(=C/c2ccccc2)c2ccccc2)CC1	i	i	-7	i	-5	i	-7	25*	i	i	i
S=C(N/N=C/c1ccc(Br)cc1)N1CCCCC1	i	i	-3	i	-5	i	27	i	i	i	i
COc1ccc(NC(=O)CSc2ncnc3[nH]ncc23)cc1	i	i	1	i	-3	i	-8	i	i	i	i
c1csc(-c2noc(COc3ccc4c(c3)CCCC4)n2)c1	i	i	4	i	-16	i	-11	i	i	i	i
CCC(C)[C@H](N)c1nnc(SCC(=O)Nc2ccc(C)cc2C)o1 (stereo not given in full)	i	i	-2	i	-10	i	-4	i	i	i	i
Cc1ncoc1C(=O)N1CCCC(CCC(=O)NCc2ccc(F)c(F)c2)C1 (stereo not given)	i	i	6	i	-10	i	-6	i	i	i	i
O=S(=O)(Nc1ccccc1)c1ccc2c(c1)CCO2	i	i	8	i	-5	i	3	i	i	i	i

Continued:
smiles	KCNK9 inh	KCNQ1 block	HDAC3 inh	RGS4 act	hERG protect	TMEM16A act	SKKanGAS inh	ANO1 block	KCNQ1 pot	KCNK3 block	RGS4 block
Cc1ccc(CSc2nnc(-c3ccncc3)n2CC2CCCO2)cc1 (stereo not given)	i	i	12	i	-10	i	3	i	i	i	i
COc1ccc(CN2CCC(N3CCC(C(=O)N4CCOCC4)CC3)CC2)c(F)c1	i	i	-5	i	-8	i	0	i	i	i	i
Cc1cc(C)nc(SCC(=O)N2CCc3ccccc32)n1	i	i	-2	i	-13	i	1	i	i	i	i
O=C(Nc1ccc(F)cc1F)c1ccc2nc(N3CCOCC3)sc2c1	i	i	3	i	-10	i	-4	i	i	i	i
CCCN1CCN(CCCNC(=O)Cn2nc(-c3ccc(Cl)cc3)ccc2=O)CC1	i	i	-4	i	-13	i	-3	i	i	i	i
O=S(=O)(c1ccc(Cl)cc1)N1CCN(c2ccc(N3CCOCC3)nn2)CC1	i	i	4	i	-11	i	-5	i	i	i	i
O=C(CSc1nc(O)cc(=O)[nH]1)C1CC1	i	i	1	i	-5	i	6	i	i	i	i
c1ccc(Cn2nnc(CNc3ccccc3)c2-c2c(CNc3ccccc3)nnn2Cc2ccccc2)cc1	-17*	i	-10	i	-7	i	-17	i	i	i	i
CN(C)c1ccc(/C=N/NC(=O)c2nnn(-c3nonc3N)c2COc2ccc(F)cc2)cc1	i	i	4	i	-5	i	6	i	i	i	i
CCCCc1ccc(NC(=S)N2CCCC(C)C2)cc1 (stereo not given)	i	i	5	i	-4	i	-12	i	i	i	i
Cc1nn(-c2ccccc2)c(OC(=O)c2cccs2)c1S(=O)(=O)c1ccc([N+](=O)[O-])cc1	i	i	12	i	-10	i	4	i	i	i	i
CN1CCc2c(sc3c2C(=O)NC(/C=C/c2ccco2)N3)C1 (stereo not given)	i	i	9	i	-2	i	-10	i	i	i	i
CN(c1ccc(Cl)cc1)c1cc(=O)n(C)c2ccccc12	i	i	-1	i	-5	i	7	i	i	-8.8*	i
O=C(Nc1ccc(N2CCN(C(=O)c3ccccc3)CC2)cc1)c1cc([N+](=O)[O-])ccc1N1CCOCC1	i	i	2	i	-14	i	-8	i	i	i	i
CCCCNC(=O)c1ccccc1NC(=O)c1ccc2c(c1)OCO2	i	i	-7	i	-5	i	-8	i	i	i	i
